DNA Pol III inh: inhibitors of bacterial DNA polymerase III holoenzyme | reconstituted DNA polymerase III holoenzyme replication, biochemical | Potency, µM (titrated, usually from 57.1 µM), without a hit: at the highest dose activity change, negative = inhibition | hit rate 0.25% among 71,000 | AID 603; further: potency means the concentration at half of the fitted maximal effect; on the % scale 0 is the no-effect control and ±100 the full control effect
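Reconstituted *E. coli* holoenzyme (0.35 nM Pol III, 1 nM beta, 154 nM SSB, 2 nM primase) was preincubated with compound for 15 min at RT. Synthesis on 1.4 nM ssM13Gori ran 35 min, then was stopped with PicoGreen/EDTA and read as dsDNA fluorescence.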
HBB splicing: hemoglobin beta splicing modulation. HBB splicing reporter cell assay, activation; EGFP reporter with mutant IVS2-654 intron; response scale: normalised to 500 nM splice-correcting PNA. Potency, µM (highest dose often 46.1 µM), for the others: at the top dose activation, usual class: activators. hit rate 0.06% among 65,000; further: potency means the concentration at half of the fitted maximal effect; 0% is about no effect
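Compounds were applied for 2 days to HeLa EGFP-654 cells, 500/well in Optimem with 2% FCS. The reporter's EGFP is disrupted by mis-splicing of beta-globin intron IVS2-654. Readout: summed well GFP fluorescence from 488 nm laser scanning; reference was 500 nM antisense […] 654 PNA.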
Tau fil binding: tau filament binding. Potency, µM (top dose mostly 57.1 µM), for inactives: at the top dose activity change, negative = inhibition. AID 596. hit rate 2% among 71,000. P10636. recombinant tau filaments, thioflavin S fluorescence, 15 h; filaments grown with octadecylsulfate alongside compound;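 further: potency means the concentration at half of the fitted maximal effect; on the % scale 0 is the no-effect control and ±100 the full control effect; actives lower thioflavin S fluorescence by blocking filaments or displacing dye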
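His-tagged recombinant human tau (exons 2, 3, 10; 1 uM final) fibrillized with 30 uM sodium octadecylsulfate, 15 h at 37 C, in pH 7.4 HEPES buffer with 10 uM thioflavine S and 5 mM DTT. Reduced ThS fluorescence (450/510 nm) marks activity.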
HADH2 inh: HADH2 (human) dehydrogenase inhibition. Q99714. recombinant HADH2, NADH fluorescence, beta-hydroxybutyryl-CoA. Potency, µM (highest dose often 57.1 µM), for inactives: at the top dose activity change, negative = inhibition, hits mostly inhibitors. hit rate 3.4% among 73,000. AID 886; further: potency means the concentration at half of the fitted maximal effect; on the % scale 0 is the no-effect control and ±100 the full control effect; nearly all actives have a fitted effect of over 60% in size; many of its hits are not listed in these tables
Target sequence (Q99714 whole entry, looked up, one chain of several): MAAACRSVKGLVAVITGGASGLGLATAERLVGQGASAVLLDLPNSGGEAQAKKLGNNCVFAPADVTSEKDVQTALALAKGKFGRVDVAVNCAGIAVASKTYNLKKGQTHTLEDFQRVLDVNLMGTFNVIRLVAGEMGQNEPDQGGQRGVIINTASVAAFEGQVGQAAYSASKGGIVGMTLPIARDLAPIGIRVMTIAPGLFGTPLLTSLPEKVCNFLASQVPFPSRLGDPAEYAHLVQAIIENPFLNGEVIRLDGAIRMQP
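20 nM HADH2 + cpd, 15 min RT; add 1 mM NAD+/90 uM beta-hydroxybutyryl-CoA; kinetic fluorescence 360/450 nm, 4 min. Tris-HCl pH 9.0, 0.01% Tween-20.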
15-hLO inh: blocks human 15-lipoxygenase activity; purified 15hLO-1, xylenol orange hydroperoxide absorbance; Potency, µM (titrated, usually from 57.1 µM), for inactives: at the top dose activity change, negative = inhibition, hits mostly inhibitors; hit rate 1.4% among 74,000; AID 887; further: potency means the concentration at half of the fitted maximal effect; on the % scale 0 is the no-effect control and ±100 the full control effect; nearly all actives have a fitted effect of over 55% in size
Target sequence (P16050 whole entry, looked up): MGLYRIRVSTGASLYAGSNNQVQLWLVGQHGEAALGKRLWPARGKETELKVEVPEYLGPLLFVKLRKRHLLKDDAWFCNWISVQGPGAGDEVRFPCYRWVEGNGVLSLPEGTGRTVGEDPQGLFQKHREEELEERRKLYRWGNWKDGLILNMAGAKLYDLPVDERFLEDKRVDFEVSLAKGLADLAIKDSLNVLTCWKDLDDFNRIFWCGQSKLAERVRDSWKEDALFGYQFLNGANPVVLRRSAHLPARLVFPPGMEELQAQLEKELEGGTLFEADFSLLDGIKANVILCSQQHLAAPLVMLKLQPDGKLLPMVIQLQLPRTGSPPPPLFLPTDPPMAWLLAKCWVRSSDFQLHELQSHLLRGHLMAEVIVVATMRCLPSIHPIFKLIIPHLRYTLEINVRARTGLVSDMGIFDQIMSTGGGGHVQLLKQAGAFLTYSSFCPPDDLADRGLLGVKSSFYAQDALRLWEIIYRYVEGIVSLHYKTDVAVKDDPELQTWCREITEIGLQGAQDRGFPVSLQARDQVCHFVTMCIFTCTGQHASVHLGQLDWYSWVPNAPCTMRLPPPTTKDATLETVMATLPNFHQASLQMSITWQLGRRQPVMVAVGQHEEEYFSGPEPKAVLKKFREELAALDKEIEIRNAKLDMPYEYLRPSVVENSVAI
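Hydroperoxide formed from arachidonic acid (50 uM) by purified human 15hLO-1 (40 nM) oxidizes ferrous iron, and the ferric-xylenol orange complex is read at 573 versus 405 nm. Compounds were preincubated 15 min; reaction ran 6 min at room temperature.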
Rhodamine fluor: compound fluoresces in the rhodamine spectral region. Rhodamine-region fluorescence, 547/598 nm, Tris buffer; stronger effect = higher value. max dye-equivalent concentration, M. hit rate 0.05% among 59,000; in the data active means max dye-equivalent concentration above about 11 nM; inconclusive means between about 1.1 nM and that limit
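Read-out is relative fluorescence at 547 nm excitation and 598 nm emission, expressed as dye-equivalent concentration using rhodamine standards on every plate. Each compound was profiled across a concentration series after 15 min in 100 mM Tris, pH 8.0.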
CRE-bla Fsk: alters forskolin-stimulated CRE reporter signaling in CHO cells. Potency, µM (titrated, usually from 38.2 µM), inactives show at the top dose activity change, negative = inhibition, most hits filed as activators. hit rate 2.5% among 71,000. CHO CRE-bla reporter (cAMP response element driving beta-lactamase), forskolin EC10, beta-lactamase ratio. AID 662; active means well fitted activation curve with a large enough effect in the signal ratio, with a control signal flat, not every such curve was filed as active; inconclusive means small, poorly fitted or top-dose-only effect, or effect the other way, or a change in a side signal; the % refers to the signal ratio; further: potency means the concentration at half of the fitted maximal effect; % of control where 0% means no effect
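CRE-bla CHO reporter cells treated with compound titration plus EC10 NKH 477 (water-soluble forskolin), incubated 3 h at 37 °C; CCF4 loading 2 h at room temperature, 460/530 nm emission ratio read, AC50 values derived for positive or negative modulators.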
ERK AVP block: vasopressin-driven ERK pathway inhibition; HEK293-V1b, vasopressin-stimulated pERK AlphaScreen; Potency, µM (series often up to 57.5 µM), inactives show at the highest dose activity, negative = inhibition, most hits filed as inhibitors; hit rate 0.99% among 72,000; further: potency means the concentration at half of the fitted maximal effect; on the % scale 0 is the no-effect control and ±100 the full control effect; nearly all actives have a fitted effect of over 55% in size
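qHTS, compounds titrated on V1b-expressing HEK293 cells. Preincubation 30 min at 37C, vasopressin 25 nM for 5 min, lysis 10 min, bead incubation 5 hr at room temperature.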
Texas Red fluor: compounds fluorescent in Texas Red spectral region; Compound fluorescence, Texas Red channel, 547/618 nm; stronger effect = higher value; max dye-equivalent concentration, M; hit rate 0.06% among 59,000; AID 587; in the data active means max dye-equivalent concentration above about 10 nM; inconclusive means between about 1.1 nM and that limit
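Compound titrations in 100 mM Tris pH 8.0 were incubated 15 min at room temperature and read at 547 nm excitation / 618 nm emission. Texas Red six-point standard curve on each plate converted fluorescence to dye-equivalent concentration.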
Hsp90 Hop PPI: changes Hsp90-Hop TPR2A binding signal, up or down. AlphaScreen TPR2A-His6 binding biotin-Hsp90 C-terminal peptide. Potency, µM (highest dose often 57 µM), for inactives: top-dose activity change, negative = inhibition. hit rate 0.44% among 71,000. AID 595; active means well fitted curve in either direction with a large enough effect; inconclusive means small, poorly fitted or top-dose-only effect, or another doubt; further: potency means the concentration at half of the fitted maximal effect; on the % scale 0 is the no-effect control and ±100 the full control effect; many of its hits are not listed in these tables
FLuc inh: blocks Photinus pyralis firefly luciferase activity | purified firefly luciferase, luminescence, 8 min | Potency, µM (series often up to 57.1 µM), inactives show at the top dose activity change, negative = inhibition, most hits filed as inhibitors | hit rate 2.2% among 72,000 | AID 411; further: potency means the concentration at half of the fitted maximal effect; on the % scale 0 is the no-effect control and ±100 the full control effect; nearly all actives have a fitted effect of over 40% in size
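Compounds were tested as concentration series (qHTS) against purified P. pyralis luciferase with luciferin and 10 uM ATP in 50 mM imidazole pH 7.2, 50 mM KCl, 7 mM MgCl2, 0.01% Tween 20, 0.05% BSA. Luminescence was read after 8 min at ambient temperature.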
Starred values were filed as active, the others as inactive; i = inactive; ? = inconclusive; nt = no result given; [ ] = remark or other dose. Unless noted, the call rests on the fitted dose curve; in most records, active means well fitted curve in the direction sought with a large enough effect; inconclusive means small, poorly fitted or top-dose-only effect, or another doubt; inactive means no such curve, though single readings can be large; an effect the other way counts as inactive or inconclusive.

SMILES	DNA Pol III inh	HBB splicing	Tau fil binding	HADH2 inh	15-hLO inh	Rhodamine fluor	CRE-bla Fsk	ERK AVP block	Texas Red fluor	Hsp90 Hop PPI	FLuc inh
COc1cccc(C2=NOC(C(=O)Nc3ccc(C(C)=O)cc3)C2)c1 (stereo not given)	1%	1.7%	4%	-2%	4%	i	?	31%[activator]	i	2%	-4%
COc1ccc(-c2c3c(=O)n(C)c(=O)n(C)c3c3nnc4ccccc4n23)cc1	5%	5.8%	51%	1%	8%	i	-14%	-6%	i	-2%	1%
Nc1ccc(-c2n[nH]c(=O)c3ccccc23)cc1N	-6%	0.0%	16µM*	?	?	i	2.5µM*	-20%	i	-14%	-14%
c1ccc(-c2cc3c(ccc4nonc43)nn2)cc1	1%[11.4 µM]	-0.9%[0.0738 µM]	3.2µM*	0%[11.4 µM]	7%[11.4 µM]	nt	0%[7.6 µM]	-2%	nt	-11%[11 µM]	-4%
Cc1ccc(C(=O)NC2CC(C)(C)NC(C)(C)C2)cc1C	-8%	nt	-4%	10%	11%	i	2%	1%	i	-1%	6%
O=C(CCN1C(=O)COc2ccccc21)NCCN1CCN(c2ccccc2F)CC1	2%	-0.8%	-7%	8%	20%	i	-6%	?	i	0%	4%
CCOC(=O)N1CCN(C(=O)CN(C)S(=O)(=O)c2ccc3c(c2)C(C)(C)C(=O)N3C)CC1	2%	-1.7%	2%	5%	5%	i	7%	5%	?	0%	3%
Nc1nnc(-c2ccncc2)s1	1%	-2.2%	46%	-6%	2%	i	?	-9%	i	-4%	1%
Cc1[nH]nc2c1/C(=N\O)CC(C)(C)C2	0%	1.0%	5%	-15%	0%	nt	-5%	-7%	nt	-3%	0%
CCOC(=O)N1CCN(C(=O)CSc2nnc(-c3ccc(Cl)s3)o2)CC1	-14%	3.0%	8%	-2%	4%	i	-6%	13%	i	0%	3%
Cc1cccc(N2C(=O)SC(N(C)c3ccccc3)C2=O)c1 (stereo not given)	-5%	nt	3%	-13%	4%	i	3%	16%	i	3%	1%
CCOC(=O)C1CCCN(Cc2ccc(OC)cc2OC)C1 (stereo not given)	2%	-2.7%	12%	13%	-8%	nt	0%	47%[activator]	nt	?	0%

Reformatted as labelled records: 3 of the compounds above
compound: Nc1nnc(-c2ccncc2)s1
  DNA Pol III inh = 1% | HBB splicing = -2.2% | Tau fil binding = 46% | HADH2 inh = -6% | 15-hLO inh = 2% | Rhodamine fluor = i | CRE-bla Fsk = ? | ERK AVP block = -9% | Texas Red fluor = i | Hsp90 Hop PPI = -4% | FLuc inh = 1%
compound: Cc1[nH]nc2c1/C(=N\O)CC(C)(C)C2
  DNA Pol III inh = 0% | HBB splicing = 1.0% | Tau fil binding = 5% | HADH2 inh = -15% | 15-hLO inh = 0% | Rhodamine fluor = nt | CRE-bla Fsk = -5% | ERK AVP block = -7% | Texas Red fluor = nt | Hsp90 Hop PPI = -3% | FLuc inh = 0%
compound: CCOC(=O)N1CCN(C(=O)CSc2nnc(-c3ccc(Cl)s3)o2)CC1
  DNA Pol III inh = -14% | HBB splicing = 3.0% | Tau fil binding = 8% | HADH2 inh = -2% | 15-hLO inh = 4% | Rhodamine fluor = i | CRE-bla Fsk = -6% | ERK AVP block = 13% | Texas Red fluor = i | Hsp90 Hop PPI = 0% | FLuc inh = 3%

More compounds:
SMILES	DNA Pol III inh	HBB splicing	Tau fil binding	HADH2 inh	15-hLO inh	Rhodamine fluor	CRE-bla Fsk	ERK AVP block	Texas Red fluor	Hsp90 Hop PPI	FLuc inh
CC(=O)NC1C(=O)N=C(SCC(=O)NC2CCCCC2)NC1=O (stereo not given)	-6%	-0.2%[57.5 µM]	-1%	-7%	3%	i	-2%	-8%	i	-1%	6%
CCOC(=O)c1cn[nH]c1N	-4%	0.9%	13%	-2%	2%	nt	-4%	-5%	nt	-1%	2%
COc1ccc(OC)c(NC(=O)CSCC(=O)O)c1	-2%	-0.1%[57.5 µM]	-10%	-14%	6%	i	2%	2%	?	-4%	0%
O=C1c2ccccc2C(=O)N1CCCCN(C(=O)c1ccco1)c1ccc(Cl)cc1	0%	-1.2%	-8%	-9%	-6%	nt	?	-2%	nt	0%	3%
O=C(Nc1ccccc1C(=O)NCC1CCCO1)c1ccco1 (stereo not given)	-2%	2.4%	2%	-4%	3%	i	26%	-19%	i	-1%	4%
O=C1NCCCC1C(=O)Nc1cccc(C(F)(F)F)c1 (stereo not given)	10%	-1.4%	13%	-4%	-5%	i	2%	-15%	i	-8%	0%
CCN(CC)S(=O)(=O)c1cc(C(=O)Nc2nncs2)c(Cl)cc1Cl	-6%	0.1%	2%	2%	-7%	i	?	32µM*	i	-3%	2%
Cn1cc(S(=O)(=O)N2CCc3ccccc3C2)c(=O)n(C)c1=O	0%	-0.5%	-3%	-11%	7%	nt	-2%	nt	nt	0%	0%
COC(=O)C1=CN(C)C=C(C(=O)OC)C1c1ccc(O)c(OC)c1	-1%	2.2%	10%	-1%	-6%	i	28%	-12%	i	-2%	-13%
c1ccc2c(c1)c1ccccc1n2Cn1c2ccccc2c2ccccc21	-6%[11.4 µM]	-0.3%[9.22 µM]	-3%[11.4 µM]	-5%[11.4 µM]	-2%[11.4 µM]	i	-1%[7.6 µM]	-15%[11.5 µM]	i	4%[11 µM]	-1%[11.4 µM]
Cn1cccc1C(=O)N1CCC[C@@]2(CCN(c3ccccn3)C2)C1	-2%	2.8%	12%	-7%	0%	i	0%	-11%	i	-6%	1%[11.4 µM]
COc1ccc(-n2cnnc2SCc2cnc(-c3ccccc3)s2)cc1	-4%	-4.7%	14%	1%	-1%	i	?	-4%	i	-3%	1%
CCOC(=O)C1CCCN(C(=O)c2ccc(OC(C)=O)cc2)C1 (stereo not given)	2%[11.4 µM]	-2.8%[0.0738 µM]	5%[11.4 µM]	-5%[11.4 µM]	9%[11.4 µM]	nt	-8%[7.6 µM]	-24%	nt	-2%[11 µM]	0%
CC1=C(C(=O)OC(C)C)C(c2cccc(F)c2)N2C(=O)C(C)SC2=N1 (stereo not given)	1%	-0.1%	-16%	4%	-3%	i	2%	8%	?	-4%	-1%
CCC1CCCCN1C(=O)N[C@@H](Cc1ccccc1)C(=O)O (stereo not given in full)	2%	0.4%[57.5 µM]	-10%	12%	9%	i	-10%	22%	i	-3%	4%
COc1ccc(Oc2ncc3nc(-c4cc(F)cc(F)c4)c(=O)n(CCC#N)c3n2)cc1	-6%	-2.7%	?	14%	-4%	i	-3%	-26%	i	-8%	1%[11.4 µM]
COc1ccc(C2(O)CCN(C(=O)c3c(F)cccc3F)CC2)cc1	0%	nt	-3%	-4%	-9%	i	4%	-10%	i	6%	0%
CCn1c(=O)n(CC)c2cc(S(=O)(=O)NCCOc3ccccc3)c(C)cc21	-7%	-2.2%	7%	6%	3%	i	?	-9%	?	-1%	2%
CCOC(=O)N1CCN(CCC(=O)Nc2ccc(OC)cc2)CC1	0%	-0.2%	7%	-4%	6%	nt	1%	-13%	nt	-3%	4%
O=C(COc1nnnc2ccccc12)N1CCCc2ccccc21	-4%	-1.0%	-3%	3%	-2%	i	-11%	-4%	?	-1%	-38%
Cc1ccc(S(=O)(=O)NCCCCC(NC(=O)OC(C)(C)C)C(=O)O)cc1 (stereo not given) (tested in a mixture with another compound)	-2%	-0.5%	1%	-9%	3%	i	-2%	10%	i	1%	0%
CCC(C(=O)N1CCc2cc(OC)c(OC)cc2C1)c1ccccc1 (stereo not given)	4%	-1.2%	13%	?	1%	i	?	-15%	i	1%	-14%
Cc1ccc(C)c(N(CC(=O)N(C)C)S(C)(=O)=O)c1	-4%	-1.2%	-4%	1%	10%	i	0%	-4%	i	-1%	0%
C=CCn1c(NCCOC)nc2c1c(=O)n(C)c(=O)n2C	-9%	3.5%[0.369 µM]	-10%	0%	11%	i	?	-15%	i	0%	1%
Cc1ccc(-c2nn3c(C)nnc3s2)cc1NC(=O)c1ccc(-c2ccc(Cl)cc2Cl)o1	?	-0.6%	i	nt	-11%	i	?	2%	i	3%	2%
COC(=O)COc1ccc(S(=O)(=O)Nc2ccccc2SC)cc1	-5%	0.0%	-10%	-3%	-1%	i	-4%	2%	i	1%	0%
C#CCCCCCCCCCCCCCCCC(=O)O	-7%	nt	32µM*	-6%	-16%[25.6 µM]	nt	-5%	10%	nt	2%	3%

High-throughput results (PubChem BioAssay)

Some of the compounds tested; count on the stated rates, not on these rows.
